H9c2 TAG inh = inhibitors of triacylglycerol accumulation, primary screen, cell-based, uHTS, fluorescence, H9c2; 230,000 compounds, 0.66% hits; inhibition, % at 12.5 µM; H9c2 cells, Nile Red lipid (TAG) fluorescence; cells loaded with 200 µM oleic acid;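 active means pattern-corrected inhibition of lipid staining of at least 50% with the nuclear-stain viability signal not falling by more than 50%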;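 further: 0% = DMSO wells and 100% = triacsin C control wells; some results filed as inactive read as strong as hits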
H9c2 TAG inh DAPI viability = recorded beside H9c2 TAG inh, whose call it bears; DAPI nuclei signal change (viability), lower = more cytotoxic, %;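 whole-well DAPI fluorescence read on a plate reader as a viability signal; minus 50 percent equals half of cells still viable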
* hit, by the source's call. An excerpt; count on the stated rates, not on these rows.

SMILES	H9c2 TAG inh	H9c2 TAG inh DAPI viability
CCN(C(=O)Cn1c(=O)oc2ccccc21)c1c(N)n(Cc2ccccc2)c(=O)[nH]c1=O	-8	2
O=C(CN1C(=O)c2ccccc2C1=O)N1CCN=C1c1ccccc1	-4	1
CCS(=O)(=O)NCCc1csc(-c2cccnc2)n1	4	-6
COC(=O)CNC(=O)C12CC3CC(C1)CC(c1ccc(C)cc1)(C3)C2	-6	3
CCC(C)[C@H](NC(=O)NCCC1=CCCCC1)C(=O)OC (stereo not given in full)	-1	0
NS(=O)(=O)c1ccc(NC(=O)c2ccc(S(=O)(=O)N3CCOCC3)o2)cc1	-3	2
CSc1ccccc1C(=O)Nc1nc2ccccc2[nH]1	2	-5
O=C(CN1CCOCC1)N1CCOCC1	7	14
CC(Oc1ccc(Cl)cc1)c1ccnn1S(=O)(=O)c1ccccc1 (stereo not given)	-20	2
CCCCOc1c(Br)cc(/C=N/O)cc1OCC	8	-8
O=C(NNC(=O)c1cc(-c2cccnc2)nc2ccccc12)Nc1ccc(Cl)cc1	5	-10
O=C(Nc1ccc(S(=O)(=O)N2CCCC2)cc1)C1CC(=O)N(c2ccccc2)C1 (stereo not given)	-4	-8
Cc1c(/C=N/NC(=O)c2sc3ccccc3c2Cl)cnn1C	-26	19
CC(=O)Nc1ccc(CN2C(=O)C(C)(C)ON=C2c2ccc(NC(C)=O)cc2)cc1	0	4
CC(C)C1C(=O)N(Cc2cn(CC3CCCCC3)nn2)CCS(=O)(=O)N1Cc1ccc(-c2cccc(CO)c2)cc1 (stereo not given)	-1	2
COc1ccc2[nH]c(=O)c(-c3nnn(-c4ccccc4)n3)cc2c1	-23	10
O=C(c1ccc(Br)cc1)N1CCCC1	11	-10
COC(=O)CC(NC(=O)c1ccc(C)cc1)c1ccc2c(c1)OCO2 (stereo not given)	-24	-7
CC(C)CC(=O)Nc1ccc(Cc2ccncc2)cc1	2	-2
COC(=O)[C@H](Cc1ccccc1)NC(=O)N(C)Cc1ccccc1	-2	1
CC[C@@H](C)[C@H](NC(=O)OC(C)(C)C)c1nnc(S(=O)(=O)Cc2cc(C)ccc2C)o1	-1	7
CCCNC(=O)c1ccc(SC)cc1OC	9	-15
O=C(COc1ccccc1)OCc1cc(-c2ccco2)on1	7	1
O=C(O)CCCCn1c(SCc2ccccc2Cl)nc2ccsc2c1=O	2	2
CC(C)Sc1ncnc2[nH]ncc12	-5	6
O=C(CCS(=O)(=O)c1ccccc1)Nc1nc2cc3c(cc2s1)OCO3	-9	3
O=C(CCC(=O)N1CCOc2ccccc21)Nc1cc(F)ccc1F	18	-24
CCN(CC)C(=O)c1cn(CCC#N)nc1-c1ccc2ccccc2c1	14	-14
Cn1cc([C@@H]2C[C@H]3CN(C4CCCC4)C(=O)[C@]34CCCN24)c(-c2ccccc2)n1	-9	-8
Cc1cc(F)ccc1S(=O)(=O)Nc1ccccc1C(=O)Nc1ccccc1N1CCOCC1	-18	-13
COCCn1nnnc1C1(N(Cc2cc3cc(C)ccc3[nH]c2=O)CC2CCCO2)CCN(C)CC1 (stereo not given)	5	3
CCc1nc(N)nc(N)c1-c1ccc(Cl)cc1	8	3
COc1ccc(NC(=O)c2cccc(N3C(=O)C4C5C=CC(C6CC56)C4C3=O)c2)cc1 (stereo not given)	-17	-2
C=CCN1C(=O)C2(NC(=O)c3ccccc3N2)c2ccccc21 (stereo not given)	11	-17
CCc1ccc(C2CC(c3ccccc3)Nc3nc(N)nn32)cc1 (stereo not given)	3	4
COc1ccc(C)cc1NC(=O)c1cc(S(=O)(=O)N2CCOCC2)cn1C	1	-7
COc1cccc(C2NC(=S)NC(C)=C2C(=O)c2ccccc2)c1OC (stereo not given)	34	-23
Cc1cc(C)nc(Nc2nc(C(N)c3ccccc3)cs2)n1 (stereo not given)	10	-3
O=[N+]([O-])c1ccc2nc(CCCc3nc4ccc([N+](=O)[O-])cc4[nH]3)[nH]c2c1	-1	-4
COc1cccc(N=CC2=C(O)CC(C)(C)CC2=O)c1	17	-9
Cc1[nH]nc(SCC(=O)N(C)c2ccccc2)c1[N+](=O)[O-]	-10	1
COc1ccc(OC)c(Cc2nnc(CCC(=O)NCc3nc4ccccc4s3)o2)c1	-17	0
CC(C)(C)c1ccc(OCC(=O)NN2Cc3ccccc3C2=N)cc1	4	11
CCC1Cc2c(nc(N)c3c(N)nc(N4CCOCC4)c(C#N)c23)O1 (stereo not given)	24	-1
CN(C(=O)c1cccc(NC(=O)Cc2ccc(NC(=O)C3CCN(S(=O)(=O)c4cccc([N+](=O)[O-])c4)CC3)cc2)c1)C1CCCCC1	-6	1
CC(=O)Oc1cc2oc(=O)cc(C)c2cc1Cl	-3	11
CN(C(=O)COC(=O)c1cc(S(=O)(=O)N2CCOCC2)ccc1F)C1CCS(=O)(=O)C1 (stereo not given)	0	-7
COc1ccc(NC(=O)C2(C)CCN2Cc2ccc(OC(C)C)cc2)cc1OC (stereo not given)	11	-9
COc1ccc(Nc2ccncc2[N+](=O)[O-])cc1	-23	5
Cc1ccc(CN2C3=NCCCN3c3ccccc32)cc1	6	6
Cc1ccc(OCCn2cc(C=O)c3ccccc32)cc1	-16	0
CCCN[C@H]1CCc2nc(N)sc2C1	-3	2
CC(C)CCOC(=O)C(C)Sc1n[nH]c(=O)[nH]c1=O (stereo not given)	12	-10
CC(c1ccco1)N(C(=O)c1ccccc1F)c1ccccn1 (stereo not given)	12	-12
O=C(NCc1ccccc1)c1cc(C2CCCCN2C(=O)OCCF)on1 (stereo not given)	8	-10
CC(CNC(=O)COC(=O)c1cccs1)c1ccccc1 (stereo not given)	-9	-3
CC(C)c1nc(N2CCOCC2)c(C#N)c2c1COC(C)(C)C2	-8	-1
Cc1ccc(OCCn2c3ccccc3n3nc(C)c(=O)nc23)cc1	-1	-13
CSc1ccc(/C=C/C(=O)c2ccc(NC(C)=O)cc2)cc1	-9	2
Cc1cc(SCC(=O)OCC(=O)N(CCC#N)c2ccccc2)nc2ccccc12	5	2

(continued)
SMILES	H9c2 TAG inh	H9c2 TAG inh DAPI viability
CC(C)CC(NC(=O)C(NC(=O)OC(C)(C)C)C(C)C)C(=O)NC(CCC(=O)OCc1ccccc1)C(N)=O (stereo not given)	0	10
COc1cc(C(=O)/C=C/c2cccnc2)c([N+](=O)[O-])cc1OC	4	-6
CCc1ccccc1NC(=O)Cn1c(=O)n(-c2ccc(CC(=O)NCC3CCCO3)cc2)c(=O)c2ccccc21 (stereo not given)	3	-2
CCOc1ccc(-c2cc(C(=O)NC3CCCCC3)[nH]n2)c(C)c1	-20	16
O=C(COc1ccc([N+](=O)[O-])cc1)NCC(c1cccs1)N1CCOCC1 (stereo not given)	1	9
O=C(N/N=C/c1ccc(O)cc1O)C1CC1	-2	-1
Cc1nc2c(OCc3ccccc3)cccn2c1N(C)C(=O)C1CCCCC1	-6	-3
CC(=O)c1cccc(NS(=O)(=O)c2ccc(N/C=C\C(=O)c3ccc(C)cc3)cc2)c1	-1	0
CC(=O)N1c2ccccc2NC2=C(C(=O)CCC2)C1c1cccnc1 (stereo not given)	-3	-9
NNC(=O)c1cc(-c2ccco2)[nH]n1	7	0
CCOC(=O)C1CCCN(C(=O)c2ccc(CNc3c(N4CCC(C)CC4)c(=O)c3=O)cc2)C1 (stereo not given)	-3	-3
COc1ccc(-n2c(SCc3ccccn3)nc3c(c2=O)SCC3)cc1OC	-1	1
COc1cccc(Nc2nc(-c3sc(NC(=O)c4ccco4)nc3C)cs2)c1	27	19
Cc1ccc(-n2[nH]c3c4c(ccc3c2=O)C(=O)c2ccccc2C4=O)cc1	-5	-2
CNS(=O)(=O)c1cc(N(C)S(=O)(=O)c2ccc(C)cc2)c(C)cc1C	20	-10
COc1ccc(S(=O)(=O)N(C)C)cc1NC(=O)CSc1nncs1	4	5
CCOC(=O)c1ccccc1NC1OC(=O)c2ccccc21 (stereo not given)	0	6
COc1ccc2c(c1)c1c(c(=O)n(-c3ccc(C)cc3)c(=O)n1CC(=O)NCC1CCCO1)n2C (stereo not given)	-6	52
C=CCNC(=S)N1CCN(CCN=CC2=C(O)CC(c3cccs3)CC2=O)CC1 (stereo not given)	5	-3
COc1ccc(C(=O)OCc2cc(=O)oc3cc(C)ccc23)cc1S(=O)(=O)N1CCOCC1	1	-5
CCC(=O)Nc1nc2nc(-c3ccccc3)cc(=O)n2[nH]1	-3	-1
CN(/N=C/c1cccnc1)C1=NS(=O)(=O)c2ccccc21	9	-1
CC(=O)c1c(OC(=O)c2ccccc2)ccnc1C(F)(F)F	9	0
CCCCN1C=C(C(C)=O)C(=O)CC1	-10	7
CCCNC(=O)c1ccc(N2CCC3(CC2)CC(c2cccc(Br)c2)=NO3)c(NC(=O)c2ccco2)c1	2	-31
CCOc1ccccc1NC(=O)C1CCC(CNc2c(N3CCCCC3)c(=O)c2=O)CC1 (stereo not given)	8	14
CCCC(=O)Nc1nc2ccc(OCC)cc2s1	15	6
O=C(N/N=C1\CCc2ccccc21)c1ccccc1Cl	8	-5
O=C(OCCCc1cc2ccccc2c(=O)o1)c1ccc(F)cc1	-2	2
O=C(Cn1[nH]c(=O)c2ccccc2c1=O)NC1CCN(Cc2ccccc2)CC1	6	0
CC(=O)Nc1ccc(C(=O)Nc2cccc(-c3cnc4ccccc4n3)c2)cc1	26	-15
CC(C)CC1NC(=O)N(CC(=O)Nc2cccc(Br)c2)C1=O (stereo not given)	-10	6
COc1ccccc1NS(=O)(=O)c1ccc(C)c(C(=O)Nc2ccc(S(=O)(=O)Nc3onc(C)c3C)cc2)c1	-1	-1
CCOCCCNC(=O)C(NC(=O)c1ccc2c(c1)OCO2)c1ccc(OC)cc1 (stereo not given)	24	-15
CC1CN(c2nnnn2-c2ccccc2)CC(C)O1 (stereo not given)	9	-10
CCN(CC)c1nc2c(c(=O)n(C)c(=O)n2C)n1CC(=O)c1ccccc1	-2	-13
Oc1ccccc1N1CCN(c2nnnn2-c2ccccc2)CC1	-1	-8
CCN(CC)c1c(C)nc2ccc(C(=O)NCc3ccc4c(c3)OCO4)cn12	-12	10
CCN(C[C@H]1N[C@@](C)(C(=O)OC)[C@H]2C(=O)N(Cc3ccccc3)C(=O)[C@@H]12)C(=O)COC	2	-11
CNC(=S)NNc1nc(N2CCOCC2)nc(N2CCOCC2)n1	-12	-5

A second format for some results above:
compound | H9c2 TAG inh | H9c2 TAG inh DAPI viability
COc1ccc(C(=O)OCc2cc(=O)oc3cc(C)ccc23)cc1S(=O)(=O)N1CCOCC1 | 1 | -5
CCC(=O)Nc1nc2nc(-c3ccccc3)cc(=O)n2[nH]1 | -3 | -1
CN(/N=C/c1cccnc1)C1=NS(=O)(=O)c2ccccc21 | 9 | -1
CC(=O)c1c(OC(=O)c2ccccc2)ccnc1C(F)(F)F | 9 | 0
CCCCN1C=C(C(C)=O)C(=O)CC1 | -10 | 7
CCCNC(=O)c1ccc(N2CCC3(CC2)CC(c2cccc(Br)c2)=NO3)c(NC(=O)c2ccco2)c1 | 2 | -31
CCOc1ccccc1NC(=O)C1CCC(CNc2c(N3CCCCC3)c(=O)c2=O)CC1 (stereo not given) | 8 | 14
CCCC(=O)Nc1nc2ccc(OCC)cc2s1 | 15 | 6
O=C(N/N=C1\CCc2ccccc21)c1ccccc1Cl | 8 | -5
O=C(OCCCc1cc2ccccc2c(=O)o1)c1ccc(F)cc1 | -2 | 2
O=C(Cn1[nH]c(=O)c2ccccc2c1=O)NC1CCN(Cc2ccccc2)CC1 | 6 | 0
CC(=O)Nc1ccc(C(=O)Nc2cccc(-c3cnc4ccccc4n3)c2)cc1 | 26 | -15
CC(C)CC1NC(=O)N(CC(=O)Nc2cccc(Br)c2)C1=O (stereo not given) | -10 | 6
COc1ccccc1NS(=O)(=O)c1ccc(C)c(C(=O)Nc2ccc(S(=O)(=O)Nc3onc(C)c3C)cc2)c1 | -1 | -1
CCOCCCNC(=O)C(NC(=O)c1ccc2c(c1)OCO2)c1ccc(OC)cc1 (stereo not given) | 24 | -15
CC1CN(c2nnnn2-c2ccccc2)CC(C)O1 (stereo not given) | 9 | -10
CCN(CC)c1nc2c(c(=O)n(C)c(=O)n2C)n1CC(=O)c1ccccc1 | -2 | -13
Oc1ccccc1N1CCN(c2nnnn2-c2ccccc2)CC1 | -1 | -8

Remaining list, next part
SMILES	H9c2 TAG inh	H9c2 TAG inh DAPI viability
CCOc1ccc(-n2ccnc(SCC(=O)Nc3cccc(OC)c3)c2=O)cc1	-3	-2
CS(=O)(=O)Nc1cccc(NC(=O)C2Cc3c(-c4ccccc4)ccnc3O2)c1 (stereo not given)	11	-1
Cc1ccc(-n2nc(C)c3c(C)c(CCC(=O)NCc4ccccc4)c(C)nc32)cc1	4	-2
CN(c1ccccc1)S(=O)(=O)c1ccc(NC(=S)NC(=O)c2ccccc2)cc1	-21	4
CC(C)[C@H]1COCCS(=O)(=O)N1Cc1ccccc1-c1cccc2c1oc1ccccc12	2	-4
COc1ccc(/C=N\NC(=O)c2cccc(F)c2)cc1COc1ccccc1	47	-38
CCCCNC(=O)/C=C/c1ccc(S(=O)(=O)Nc2ccc(OC)cc2)cc1	-12	-11
CC(C)c1ccc(C2(C)NC(=O)N(C(C)C(=O)Nc3ccc(N4CCOCC4)cc3)C2=O)cc1 (stereo not given)	4	-9
Cc1n[nH]c(=S)n1-c1ccc(Cl)cc1	-7	1
O=C(N/N=C/c1cc(Cl)cc([N+](=O)[O-])c1O)c1ccccc1NS(=O)(=O)c1cccs1	-7	5
CC(=O)c1ccccc1NC(=O)c1ccc(OCc2c(C)noc2C)cc1	-3	3
CCOP(=O)(OCC)C(NC(=O)Nc1ccc(C)cc1)C(N)=O (stereo not given)	1	8
S=C(Nc1ccc(Br)cc1)Nc1ccc2c(c1)OCCO2	-8	0

Screening results: PubChem BioAssay, Sanford-Burnham Center for Chemical Genomics
